Compound activity as filed in PubChem BioAssay.
BH1578 lux ind – inducers of Vibrio cholerae quorum light production without autoinducers, primary screen, BH1578 luxS cqsA deficient, single point; activation, % at 18.7 µM; V. cholerae BH1578 lux reporter, luminescence, 6 h; AID 588436, 2011; actives 0.16% (n = 350,000); in the data active means activation mostly above about 9.7%, no sharp cut-off; inconclusive means no clear call, values can overlap the other calls; inactive means mostly below about 3.7%; further: not every result past the cut was called active; inactives centre near 0; reference of the scale not given here
PfHsp40 rescue – rescue of yeast from PfHsp40 toxicity, primary screen, S. cerevisiae, ATP luminescence; actives 0.68% (n = 340,000); growth rescue, % at 12.5 µM; S. cerevisiae expressing PfHsp40, growth rescue; in the data active means growth rescue above about 28%, passing the limit was not always enough; inconclusive means no clear call, values can overlap the other calls;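 further: yeast W303a lacking pdr1 and pdr3 grown in galactose medium; growth measured after three days at 30 °C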
Yp Topo-I inh – Yersinia pestis topoisomerase I inhibitors, primary screen, biochemical, cleavage product accumulation, plate reader, single point. Y. pestis Topo-I cleavage product accumulation. activity, % at 10 µM. actives 0.064% (n = 360,000). DNA topoisomerase I (Yersinia pestis CO92); in the data active means activity above about 50%, passing the limit was not always enough; inconclusive means no clear call, values can overlap the other calls; further: inactives centre near 2
SARS 3CLpro inh – SARS-CoV 3CLpro protease inhibitors, primary screen, biochemical, quenched FRET | actives 0.14% (n = 290,000) | recombinant SARS-CoV 3CLpro, quenched FRET peptide cleavage | AID 1706, 2009 | inhibition, % at 6 µM | Replicase polyprotein 1ab (Severe acute respiratory syndrome coronavirus), P0C6X7; in the data active means inhibition above about 12%
BoNT-A LC inh2 – BoNT/A light chain protease inhibitors, primary screen, biochemical, flow cytometry, MLPCN library; Botulinum neurotoxin type A light chain protease (Clostridium botulinum A str. ATCC 3502); multiplex microsphere protease substrate cleavage; actives 0.17% (n = 360,000); AID 588499, 2011; inhibition, % at 10 µM; further: plate controls were buffer without enzyme for full effect and enzyme alone for no effect
Anthrax LF prot – Bacillus anthracis LF protease inhibitors, primary screen, biochemical, multiplex microsphere, MLPCN library. multiplex microsphere protease cleavage assay. inhibition, % at 10 µM. actives 0.12% (n = 360,000). AID 588501, 2011; further: plate controls were buffer without enzyme for full effect and enzyme alone for no effect
VHR inh abs – VHR1 phosphatase inhibitors, primary screen, biochemical, absorbance, uHTS; recombinant VHR phosphatase, pNPP absorbance; inhibition, % at 13.3 µM; AID 1654, 2009; Dual specificity protein phosphatase 3 (Homo sapiens), P51452; actives 0.52% (n = 290,000); in the data active means inhibition above about 50%; further: some compounds called inactive have numbers as strong as hits
CCHF vOTU inh – CCHFV vOTU protease inhibitors, primary screen, biochemical, Pep-AMC substrate, fluorescence; inhibition, % at 11.5 µM; actives 0.55% (n = 370,000); in the data active means inhibition above about 30%; further: 0% = vehicle wells with enzyme and 100% = no enzyme wells
PriA SSB inh – inhibitors of Klebsiella pneumoniae PriA binding to SSB C-terminal tail, primary screen, biochemical, AlphaScreen. AID 1272365, 2023. AlphaScreen SSBct-PriA binding, biotinylated peptide. inhibition, % at 33 µM. actives 0.6% (n = 430,000). PriA–SSB C-terminal tail interaction (Klebsiella pneumoniae); in the data active means inhibition mostly above about 37%, no sharp cut-off; inactive means mostly below about 20%;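 further: plate controls were negative control peptide for no effect and reference peptide for full effect; strong numbers were not always called active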
TcdB GH inh – TcdB glycohydrolase inhibitors, primary screen, biochemical, single point, plate reader. Toxin B (Clostridioides difficile), P18177. TcdB glycohydrolase enzymatic assay. inhibition, % at 9.99 µM. actives 0.24% (n = 350,000). AID 652162, 2013; in the data active means inhibition above about 10%
An asterisk follows results filed as active; i = inactive; ? = inconclusive; nt = no result given; & = joins results of further samples. Unless noted, no stated cut-off is given here; in the data, active means inhibition above about 30%; inconclusive means no clear call, values can overlap the other calls; inactive means below that. The list is partial; count on the stated rates, not on these rows.

Values in the order: PfHsp40 rescue, PriA SSB inh, Anthrax LF prot, SARS 3CLpro inh, VHR inh abs, Yp Topo-I inh, TcdB GH inh, BoNT-A LC inh2, BH1578 lux ind, CCHF vOTU inh
Cc1nc2sc3c(c2c(=O)o1)CCCC3
  -0.4, 4, -1, -4, 10, -4, nt, 0.7, -2.2, -1
O=C(COC(=O)c1ccc2c(=O)n3c(nc2c1)CCC3)Nc1ccccc1F
  0.2, 2, -2, -7, -22, -5, -4.5, -0.5, i, 3
COc1ccccc1C(=O)N/N=C(\C)CC(=O)Nc1ccc(Cl)cn1
  -0.3, nt, 0, 3, 19, 24, 1.0, -0.6, -0.5, 1
O=C(O)CC1(CC(=O)Nc2cccc(C(F)(F)F)c2)CCCC1
  1.5, -10, -2, 1, 25, 9, 2.7, -2.1, i, 6
Cc1cc(C)cc(Nc2ncc3c(n2)CCCC3=O)c1
  0.0, -9, 2, 7, -2, 5, nt, 1.0, -6.1, 5
CSc1nsc(SCC(=O)Nc2nc3ccccc3s2)n1
  -2.9, -10, 2, 0, -13, 2, 1.1, -0.7, 1.6, 7
CC(=Nc1cccc(O)c1)c1sc2ccccc2c1O
  -0.8, -12, -6, 4, 17, 3, 0.1, -1.2, i, -5
O=C1OCc2ccc(NS(=O)(=O)c3ccc(C(F)(F)F)cc3)cc21
  -0.6, -14, -4, 1, 4, 4, -0.4, -0.4, i, 8
CN(C)CCCN(C(=O)CCS(=O)(=O)c1ccccc1)c1nc2cc3c(cc2s1)OCO3
  -0.7, 3&8, 3, 1, 10, -10, 3.7, 0.0, 0.5, 9
CC(=O)c1cccc(N2C(=O)CC(N3CCN(S(=O)(=O)c4ccc(Cl)cc4)CC3)C2=O)c1 (stereo unspecified)
  -1.0, -7, 9, nt, nt, 3, 1.1, -0.3, 0.8, 10
CN(Cc1ccco1)C(=O)c1cc2c(s1)-c1ccc(Cl)cc1S(=O)(=O)C2
  -1.0, -13, -2, 2, -7, 0, 0.5, -0.9, -0.4, 6
Cc1cc(Cl)ccc1NC(=O)c1ccc2c(c1)CCN2S(C)(=O)=O
  17, -2, 6, -8, -2, -8, 1.5, -2.3, i, -4
COc1ccc(C(=O)NC2=C(C#N)CCC2)cc1OC
  0.5, 2, -4, 1, 6, -2, 0.2, -2.2, i, -2
O=C(c1ccco1)N(CC1CCCO1)c1nc(-c2ccccc2)cs1 (stereo unspecified)
  0.2, -8, 3, 4, 21, -6, nt, 0.5, -0.2, 4
COc1cc(/C=C/C(=O)N2CCCC2)cc(OC)c1OC
  -1.3, -18, -1, -2, -7, 1, nt, -0.9, i, 6
Cn1cnc(S(=O)(=O)N2CCc3ccccc32)c1
  8.0, 7, 3, -1, 19, 0, nt, 0.5, -0.5, 8
CCOC(=O)CSc1ccc2ccccc2n1
  2.2, -25, 2, 3, -3, 0, 1.1, 0.2, -1.1, -6
CCOC(=O)c1ccc(-c2cccc(C(F)(F)F)c2)nc1C
  -1.2, -126, -2, -2, -4, 6, nt, 0.8, -12, -7
CN(C)c1cccc(-c2csc(N3CCC(C(N)=O)CC3)n2)c1
  -1.0, -10, -5, nt, nt, 3, 6.6, 0.1, i, 13
CCOC(=O)C1CCCN(c2c(C(=O)c3ccccc3)cnc3ccccc23)C1 (stereo unspecified)
  -0.3, 0, 0, 2, 18, 24, 1.4, 0.2, -0.5, -2
CC(C)C(=O)NNC(=O)CSc1ncnc2c1cnn2-c1ccccc1Cl
  -1.4, 4, -9, 2, 17, -1, 1.1, -3.3, -2.2, -3
O=C(COc1cccnc1[N+](=O)[O-])Nc1cccc(S(=O)(=O)N2CCOCC2)c1
  0.2, -8, 0, -2, 17, 10, 1.2, -0.1, -0.3, 2
CN(CC(=O)Nc1ccc(OC(F)(F)F)cc1)C(=O)c1ccc(N2CCCC2=O)cc1
  -0.7, -6, 1, nt, nt, 6, 0.0, -0.7, i, 14
CSc1ccccc1NC(=O)CSCc1ccccc1Br
  0.7, -51, 3, 3, -5, -4, nt, -0.5, -4.2, 19
CCc1ccccc1OCC(=O)Nc1ccc(F)c(S(=O)(=O)N2CCOCC2)c1
  nt, -10, -6, nt, nt, 7, 1.0, -1.8, -0.7, 12
CC1CCC2(CC1)NC(=O)N(CC(=O)N1CC(C)CC(C)C1)C2=O (stereo unspecified)
  0.2, 2, 0, nt, nt, -1, 0.4, 4.1, i, -3
Cc1ccc(C2NC(=O)Cc3ccccc32)cc1 (stereo unspecified)
  -0.8, -19, 1, 0, 14, -4, nt, -0.3, i, 10
Cc1noc(C)c1-c1ccc(C(=O)NCc2cccc(Cl)c2)c2occc12
  nt, nt, -6, nt, nt, 28, -0.1, 0.2, -0.7, 3
CC1CCCCC12NC(=O)N(CC(=O)Nc1ccc(S(=O)(=O)Nc3ncccn3)cc1)C2=O (stereo unspecified)
  1.8, 0, -2, nt, nt, -8, 1.8, -0.7, i, -1
CN(CC(=O)Nc1ccc(Cl)c(Cl)c1)C(=O)CNC(=O)C1CCCCC1
  0.4, 0, -3, nt, nt, -2, -1.4, 0.2, i, -2
COc1ccc(OC)c(C(=O)NC(CC(N)=O)c2ccc(NCCOc3ccccc3)c([N+](=O)[O-])c2)c1 (stereo unspecified)
  1.1, -10, 6, 4, 9, 21, 1.1, 0.2, i, -9
CS(=O)(=O)c1nc(S(=O)(=O)c2ccc(Cl)cc2)c(N2CCCCC2)s1
  22, -3, 4, 5, 15, 13, 2.0, 4.8, -0.3, -2
CCc1noc(C)c1C(=O)N(C)CC(=O)Nc1cccc(OC)c1
  -0.1, 4, 1, nt, nt, 2, -1.5, 1.7, i, 0
COc1ccc(COC(=O)c2ccc3c(=O)n4c(nc3c2)CCC4)cc1F
  nt, nt, nt, -1, 1, nt, -0.5, nt, nt, 1
CC(=O)NC(C)(c1ccccc1)c1nc(-c2cccc(F)c2)cs1 (stereo unspecified)
  nt, nt, 0, nt, nt, 14, 0.8, -0.3, -1.2, 8
Cc1ccc(S(=O)(=O)N2CCOCC2)cc1C(=O)Nc1cc(S(=O)(=O)N2CCCCC2)ccc1O
  0.6, 14, 1, nt, nt, 1, 1.5, -3.6, 1.4, -1
CNS(=O)(=O)c1ccc(C(=O)NCC(=O)NC(C)c2cccs2)cc1 (stereo unspecified)
  9.0, -4, -2, nt, nt, -1, -1.1, -1.1, i, -1
O=C(COC(=O)/C=C/c1ccco1)NCc1ccccc1Cl
  -0.6, -5, -3, 1, 5, 10, 1.0, 0.5, -1.4, 17
CNc1sc(C(=O)c2cccs2)c(N)c1-c1nc2ccccc2s1
  8.0, 53*, 11, -3, 6, -20, nt, 6.2, i, -2
O=C(CNC(=O)c1n[nH]c2ccccc12)Nc1ccc(F)c(F)c1F
  -0.1, -5, -2, nt, nt, 4, 0.1, -0.6, -1.6, 1
Cc1ccc(S(=O)(=O)N2CCC(C(=O)NCC3CCCCC3)CC2)cc1
  -0.6, -7, 14, -1, 34, 28, 1.3, -2.4, -0.3, 2
Cc1ccc(NC(=O)CCn2nc(C)cc2C)cc1
  -0.4, -9, 1, -3, -9, -6, nt, 1.0, i, -5
CC(C)(C)c1cc(C(=O)NCCN2CCCC2)cc(C(C)(C)C)c1
  0.4, -3, 1, 6, 19, -6, 0.8, -0.5, i, 5
CC(=O)C1=NN(c2ccccc2)C2(S1)S/C(=C\c1ccccc1)C(=O)N2c1ccccc1 (stereo unspecified)
  0.0, 23, -2, -1, 27, 9, nt, -0.6, -0.8, 13
O=C1CCC/C(=N/NC(=O)c2cc(NS(=O)(=O)c3cccs3)cc(NS(=O)(=O)c3cccs3)c2)C1
  13, nt, 0, 1, 16, -9, -2.6, -0.1, -0.2, 8
COc1ccc(-c2nc(S(=O)(=O)c3ccccc3)c(N3CCOCC3)o2)cc1
  -2.6, -13, -1, -2, 8, 8, 0.9, -0.4, -0.1, -1
COc1ccc(Cl)cc1NC(=O)CCn1c(=O)oc2ccccc21
  0.8, -20, -1, -2, 9, 6, -1.2, 0.1, -0.3, -13
Cc1ccc(SCC(=O)c2sc(-c3ccccc3)nc2C)cc1
  -0.7, 2, 2, 6, -9, -5, nt, 1.3, 25*, 11
CCOC(=O)CN/C=C(\C#N)c1ccc(F)cc1
  0.0, -12, -3, 4, 41, 4, -1.4, -0.2, i, 3
CC1CCC(C(C)C)C(=O)/C1=C\c1ccc(NC(=O)CCC(=O)O)cc1 (stereo unspecified)
  -0.4, -14, -1, 4, 15, -5, 1.4, 0.0, -0.3, 10
Cc1nc([N+](=O)[O-])cn1C(C)C
  -0.1, -8, -4, 2, -22, 4, 0.8, -0.5, -5.3, -13
CCOC(=O)C1=C(C)N(Cc2ccc(C(=O)O)cc2)C(=O)NC1c1ccc([N+](=O)[O-])cc1 (stereo unspecified)
  -1.7, -9, -8, -2, -3, 2, 0.5, -0.1, i, -1
CCn1cc(C(=O)NCc2ccccn2)c(=O)c2cc(F)c(N3CCN(C)CC3)cc21
  -0.6, -9, -2, nt, -12, -13, nt, 0.9, i, -7
CC(CN1CCN(C)CC1)OC(=O)c1ccc(Cl)cc1Cl (stereo unspecified)
  0.6, -15, -4, 1, -25, -2, nt, ?, -0.2, 1
NS(=O)(=O)c1ccc(NC(=S)NNC(=O)c2ccc(Br)o2)cc1
  -0.5, 2, 0, 1, 6, -2, 0.6, -2.5, i, 16

Complete entries from above.
O=C1CCC/C(=N/NC(=O)c2cc(NS(=O)(=O)c3cccs3)cc(NS(=O)(=O)c3cccs3)c2)C1 as listed: PfHsp40 rescue: 13; PriA SSB inh: nt; Anthrax LF prot: 0; SARS 3CLpro inh: 1; VHR inh abs: 16; Yp Topo-I inh: -9; TcdB GH inh: -2.6; BoNT-A LC inh2: -0.1; BH1578 lux ind: -0.2; CCHF vOTU inh: 8
CC(=O)C1=NN(c2ccccc2)C2(S1)S/C(=C\c1ccccc1)C(=O)N2c1ccccc1 (stereo unspecified) as listed: PfHsp40 rescue: 0.0; PriA SSB inh: 23; Anthrax LF prot: -2; SARS 3CLpro inh: -1; VHR inh abs: 27; Yp Topo-I inh: 9; TcdB GH inh: nt; BoNT-A LC inh2: -0.6; BH1578 lux ind: -0.8; CCHF vOTU inh: 13
